Lipid droplet: hepatic lipid droplet formation modulation | AML12 mouse hepatocytes, oleate lipid droplets, BODIPY imaging | inhibition, % at 6.5 µM | actives 0.4% (n = 240,000);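 active means lipid droplet intensity inhibited by at least 50%, with more than 500 cells counted; inconclusive means wells with under 300 cells, treated as cytotoxic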
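Material – AML12 mouse liver cells · Also added – oleate loading, 100 µM · Compound dosing – 6.5 µM single-point dosing · Times – overnight treatment with compound plus oleate · Measured by – fluorescence imaging, 20x objective, two fields per well · Read-out – percent inhibition of filter-corrected integrated lipid droplet intensity per well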
Myeloid diff MLP: promotes myeloid progenitor differentiation; ER-HoxA9 myeloid progenitors, lysozyme-GFP differentiation, flow cytometry; calls only at 10 µM; actives 1% (n = 360,000);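 active means normalized GFP-positive differentiation at or above the plate's own cutoff, the solvent-only control mean plus 3 SD; inconclusive means no clear call, values can overlap the other calls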;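 further: cells exposed to compound for four days before flow analysis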
K1F lysis inhibition: inhibition of K1F phage lysis, E. coli UTI89, bacterial capsule biogenesis inhibitors, alamar blue (AID 488966). E. coli UTI89 K1F phage lysis, alamar blue, 2 h; higher % means a stronger effect. inhibition, % at 100 µM; hits with a dose series show IC50 in µM. actives 0.02% (n = 340,000);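 active means phage lysis inhibition, versus mean bacterial control, above a set limit; inconclusive means no clear call, values can overlap the other calls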;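 further: capsule biogenesis inhibitors block K1F phage lysis so surviving cells raise fluorescence; higher fluorescence means more inhibition of phage lysis; actives were called in the ten point dose series up to 300 µM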
Lipid droplet cells 6.5 µM: second read-out of Lipid droplet, no call of its own (marks repeat the call); cell count; measured here: cell count, cytotoxicity flag;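 cells counted across two imaged fields per well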
Myeloid diff MLP GFP+ MAC1+ %: further read-out of Myeloid diff MLP, marked with its call; GFP+ MAC1+ double positive, %; measured here: differentiation confirmed by MAC1 staining
The depositor's hits bear a star; i = inactive; ? = inconclusive; . = no result given; [ ] = another dose, or the depositor's remark. A portion of the library (hit frequency here may not be typical).

Second line of a record: Myeloid diff MLP, Lipid droplet, K1F lysis inhibition, Myeloid diff MLP GFP+ MAC1+ %, Lipid droplet cells 6.5 µM
[1] COc1ccc(CN2CCc3ccc(NC(=O)c4ccncc4)cc3C2)c(F)c1
    i, 23, 0.0%, 0.9, 766
[2] O=C1NC2=C(C(=O)CCC2)C(c2ccccc2)N1 (stereo unspecified)
    i, 0, 2.0%, 0.4, 765
[3] COc1ccc(N2CCN(C(=O)c3ccc(CS(=O)(=O)c4ccccc4C)o3)CC2)cc1
    i, -1, -0.4%, 3.3, 826
[4] CCc1cc(C(=O)c2ccc(OC)cc2)c(NC(=O)COCC(=O)O)s1
    i, -3, 0.0%, 0.8, 778
[5] COc1ccc(-n2nc(C(=O)NCC(=O)N3CCCC3)c3ccccc3c2=O)cc1
    i, -7, 0.1%, 0.4, 859
[6] Cc1ccc(C(=S)N2CCCCCC2)cc1
    i, 1, -0.1%, 0.6, 865
[7] COc1ccccc1C(=O)NNC(=O)C1CC=CCC1 (stereo unspecified)
    i, -2, 0.1%, 0.9, 826
[8] CSc1ccccc1NC(=O)c1cccc(S(=O)(=O)N2CCN(C)CC2)c1
    i, -2, -0.2%, 2.7, 638
[9] COc1ccc(NC(=O)Nc2ccc(OCc3ccccc3)cc2)cn1
    i, 4, 0.1%[50 µM], 0.7, 649
[10] O=S(=O)(c1cnccc1N1CCN(CCO)CC1)N1CCCCC1
    i, -12, 0.1%, 0.3, 586
[11] COc1ccc(N(Cc2ccccc2)N=O)cc1
    i, 2, 0.2%, 0.6, 831
[12] CCn1c(=O)n(CC)c2cc(N3CCCC3)c(NC(=O)c3cccc(Cl)c3)cc21
    i, -6, 0.7%, 2.8, 802
[13] COc1ccccc1C(=O)NNC(=O)c1ccc(C)cc1
    i, -5, 0.1%, 0.1, 849
[14] COc1ccc(S(=O)(=O)N2CCC(C(=O)NCCCc3ccccc3)CC2)cc1
    i, 21, 0.0%, 0.9, 772
[15] CCOc1ccccc1NC(=O)C1CCCN(S(=O)(=O)c2ccccc2)C1 (stereo unspecified)
    i, -5, 1.0%[50 µM], 0.9, 857
[16] CCOc1ccccc1N1CCN(CC(O)COCc2cccs2)CC1 (stereo unspecified)
    i, -38, 0.5%, 1.3, 700
[17] COc1ccc2c(C)cc3nnnn3c2c1
    i, -6, 0.0%, 1.9, 711
[18] C=CCOc1ccc(CNCc2cccnc2)cc1OCC
    i, -1, 0.1%, 0.9, 826
[19] O=C(COc1cc2oc(=O)cc(-c3ccccc3)c2cc1Cl)NCc1ccccn1
    i, 26, 0.5%, 1.9, 782
[20] O=C(c1ccccc1)N(Cc1ccccc1)Cc1ccccc1
    i, -8, -0.1%, 0.3, 801
[21] CCN(CC)P(=O)(c1ccccc1)c1c(C)nc2ccccn12 (stereo unspecified)
    i, -8, 0.2%, 0.3, 830
[22] Cc1cccc(-c2nc3ccccc3c(=O)[nH]2)c1
    i, 13, 0.1%, 0.4, 421
[23] COc1ccc(N=Nc2c(-c3ccc(OC)cc3)[nH]oc2=O)cc1
    i, 5, -0.8%, 1.6, 808
[24] O=C(CSc1nccn1Cc1ccccc1)Nc1ccccc1
    i, 1, -0.1%, 0.4, 808
[25] COc1ccc2[nH]c(=O)c(CN(CC3CCCO3)S(=O)(=O)c3ccccc3F)cc2c1 (stereo unspecified)
    i, -18, 0.7%, 2.2, 808
[26] Cc1cc(=O)n2nc(N3CCC(C(=O)NCc4cccc(Br)c4)CC3)sc2n1
    i, 10, 0.0%, 1.1, 700
[27] Cc1cc(C)c(S(=O)(=O)Nc2ccc(Cl)cn2)c(C)c1
    i, 3, 0.3%, 0.6, 852
[28] CCC1COCCS(=O)(=O)N1Cc1ccc(C)cc1 (stereo unspecified)
    i, -5, 0.7%, 0.5, 780
[29] CCc1ccc(OCC(=O)N2CCc3ccccc32)cc1
    i, 12, 0.2%, 0.5, 816
[30] Cc1c(C(=O)Nc2cc(F)ccc2F)sc2nc3n(c(=O)c12)CCCCC3
    i, -10, 1.1%, 1.6, 758
[31] Cc1cnc(C(=O)N2CCCC(N3CCN(c4ccccc4F)CC3)C2)cn1 (stereo unspecified)
    i, -10, -0.1%[50 µM], 6.8, 799
[32] CC(C)[C@H](NC(=O)c1ccco1)C(=O)OCC(=O)Nc1ccc(Cl)c(S(=O)(=O)N(C)C)c1
    i, 0, -0.2%, 1.1, 710
[33] CN1CCN(C(=O)c2cnn(-c3ccccc3)c2NC(=O)c2ccccc2Br)CC1
    i, -8, -0.1%, 0.5, 830
[34] Cc1ccc(-c2csc(NC(=O)CN3CCC(C(N)=O)CC3)n2)cc1
    i, 16, -0.7%, 0.4, 833
[35] CCCCN1CCN=C1Nc1ccccc1
    i, -1, 0.9%, 1.4, 830
[36] Cc1ccc(O)c(NC(=O)c2cc(-c3ccccc3Cl)on2)c1
    i, 2, -0.2%, 0.4, 867
[37] O=C(NCc1ccncc1)c1ccc(NS(=O)(=O)c2ccccc2)cc1
    i, 17, -0.3%, 1.1, 744
[38] O=C(CSc1ccc2nnc(CCNC(=O)c3ccccc3)n2n1)NCCc1ccccc1
    i, 2, -0.5%[50 µM], 0.5, 699
[39] COc1ccc(NC2CCCN(C(=O)c3ccc4nccnc4c3)C2)cc1OC (stereo unspecified)
    i, 2, 0.6%[50 µM], 1.1, 657
[40] O=C1/C(=C/c2ccccc2F)SC(=S)N1CCC(=O)N1CCCCC1CCO (stereo unspecified)
    ?, -11, -0.3%, ., 695
[41] CCN(Cc1ccncc1)C(=O)C(CO)c1ccccc1 (stereo unspecified)
    i, 18, -3.4%, 3.8, 830
[42] O=C(Cn1c(=O)cnc2ccccc21)Nc1ccccc1N1CCOCC1
    i, -19, 0.0%[50 µM], 0.7, 684
[43] N/C(=N\OC(=O)c1ccc([N+](=O)[O-])cc1)c1ccc(Br)cc1
    i, 8, -1.4%, 0.3, 836
[44] CC(=O)c1cccc(NC(=O)C2CCN(C(=O)c3ccccc3Cl)CC2)c1
    i, -40, -0.1%[50 µM], 1.0, 645
[45] CCn1cc(Cl)c(C(=O)NNC(=O)CCn2ccc([N+](=O)[O-])n2)n1
    i, -1, 1.8%[50 µM], 0.8, 825
[46] Cc1ccc2cccc(OCCCOc3ccccc3CO)c2n1
    i, -10, 0.3%, 0.2, 844
[47] Cc1cccc(N2CCN(C(C)C(=O)N3CCc4ccccc43)CC2)c1C (stereo unspecified)
    i, -24, 0.6%, 4.7, 727
[48] COc1ccccc1OCC(=O)Nc1nnc(C2CCCC2)s1
    i, -2, 0.3%, 0.0, 719
[49] Cc1c(C(=O)NC2CCS(=O)(=O)C2)oc2ccccc12 (stereo unspecified)
    i, -16, 0.1%, 1.6, 850
[50] Cc1cc(C)c(NC(=O)c2cc(S(=O)(=O)N3CCOCC3)ccc2F)c(C)c1
    i, 17, 0.6%, 3.6, 708
[51] CCn1c(SCC(=O)Nc2cccc(NC(C)=O)c2)nc2c([nH]c3ccccc32)c1=O
    i, -1, 0.0%, 1.5, 816
[52] CCc1ccc(CN2CCC(n3nccc3NC(=O)c3ccc4c(c3)OCO4)CC2)cc1
    i, -68, 0.5%[50 µM], 1.4, 631
[53] COc1ccccc1/C=C/C(=O)N1CCc2cc(OC)c(OC)cc2C1C (stereo unspecified)
    i, 2, 0.0%, 0.7, 817
[54] Cc1[nH]c(=O)[nH]c(=O)c1S(=O)(=O)N1CCN(c2ccccc2)CC1
    i, -4, 0.2%, 0.6, 708
[55] Cc1cc(C)c(C#N)c(Nc2cccc(C)c2C)n1
    i, -4, 0.2%, 0.3, 859
[56] CCC(C(=O)Nc1ccccc1F)n1nc(C)c2c(C)n(-c3ccccc3)nc2c1=O (stereo unspecified)
    i, 6, 0.9%, 3.4, 795
[57] O=C(Nc1ccc2c(c1)OCCO2)c1ccc(Cl)c(Cl)c1
    i, 8, -1.4%, 0.4, 842
[58] CC(C)(O)C#Cc1ccc(CN2CCC(CO)(CCc3ccccc3)CC2)cc1
    i, -17, 0.1%, 0.3, 794
[59] O=C(Nc1ccccc1O)c1cc2cc(Br)ccc2oc1=O
    i, -27, 0.1%, 1.2, 846
[60] CC(=O)c1ccc(CC2SC(N)=NC2=O)cc1 (stereo unspecified)
    i, 4, 0.2%, 0.5, 894

Four structures already listed, sorted by formula weight, low to high:
Second line of a record: Myeloid diff MLP, Lipid droplet, K1F lysis inhibition, Myeloid diff MLP GFP+ MAC1+ %, Lipid droplet cells 6.5 µM
[41] CCN(Cc1ccncc1)C(=O)C(CO)c1ccccc1 (stereo unspecified)
    i, 18, -3.4%, 3.8, 830
[36] Cc1ccc(O)c(NC(=O)c2cc(-c3ccccc3Cl)on2)c1
    i, 2, -0.2%, 0.4, 867
[59] O=C(Nc1ccccc1O)c1cc2cc(Br)ccc2oc1=O
    i, -27, 0.1%, 1.2, 846
[56] CCC(C(=O)Nc1ccccc1F)n1nc(C)c2c(C)n(-c3ccccc3)nc2c1=O (stereo unspecified)
    i, 6, 0.9%, 3.4, 795

(further entries)
Second line of a record: Myeloid diff MLP, Lipid droplet, K1F lysis inhibition, Myeloid diff MLP GFP+ MAC1+ %, Lipid droplet cells 6.5 µM
[61] CCOC(=O)CC1COCCN1C(=O)c1cc(COc2ccc(F)c(F)c2)on1 (stereo unspecified)
    i, 5, 0.0%, 1.2, 761
[62] Cc1ccccc1NC(=O)Cc1nnc(SCC(=O)NC2=NCCS2)n1C
    i, -2, 0.2%, 0.1, 825
[63] COc1ccc(C2N=C(c3ccccc3)NO2)cc1OC (stereo unspecified)
    ?, 14, 0.1%, ., 760
[64] Cc1nnc(NC(=O)CSc2nnc3c(n2)[nH]c2ccc(Br)cc23)s1
    i, 17, 0.3%, 0.2, 855
[65] COc1cccc(/C=N/Nc2ccc(Cl)nn2)c1
    i, -10, 0.2%, 0.4, 745
[66] COc1ccc(C(=O)N2CCN(CCc3ccccc3)CC2)cc1[N+](=O)[O-]
    i, -2, 0.0%, 1.0, 742
[67] O=C(CCN1CCOCC1)NNC(=O)Nc1cccc(Cl)c1
    i, -6, 0.0%, 1.3, 708
[68] NC(=O)CC(NC(=O)c1ccc(Br)cc1)c1ccc(NC2CCCCC2)c([N+](=O)[O-])c1 (stereo unspecified)
    i, 7, 0.1%, 1.8, 713
[69] CCn1c(CC(=O)Nc2ccccc2C)nnc1SCC(=O)NC1=NCCS1
    i, 0, 0.1%, 0.5, 865
[70] CC(=O)Nc1ccc(S(=O)(=O)N2CCN=C2SCc2cccc(C)c2)cc1
    i, -4, -0.7%[50 µM], 1.7, 796
[71] Cc1c(C(=O)N2CCCc3ccccc32)oc2ccccc12
    i, 2, 0.1%, 1.6, 771
[72] CC1CCCCC1NS(=O)(=O)c1ccc2c(c1)CC(=O)N2C (stereo unspecified)
    i, 13, 2.3%, 5.6, 696
[73] O=C1NC2(CCCCO2)CO1 (stereo unspecified)
    i, -8, -0.3%, 1.5, 804
[74] O=C(Nc1cccc2cccnc12)c1ccc(Br)cc1Br
    i, 3, -1.0%, 0.7, 854
[75] COc1cccc(CCc2nnc(N)s2)c1
    i, 18, 0.4%, 0.5, 843
[76] CCc1ccc2oc(C(=O)NCC(c3ccc(OC)cc3)N3CCCCC3)c(C)c2c1 (stereo unspecified)
    i, 3, 0.4%, 1.2, 656
[77] COCCNC(=O)c1ccc(Cn2c(SCC(=O)NCC3CCCO3)nc3ccc(Br)cc3c2=O)cc1 (stereo unspecified)
    i, -45, 0.2%, 1.1, 710
[78] O=C(/C=C/c1ccccc1[N+](=O)[O-])N1CCOCC1
    i, 4, 0.4%, 0.6, 806
[79] O=C(O)Cc1ccc(NC(=O)c2ccc(NC(=O)C3CC3)cc2)cc1
    i, -5, 0.1%, 4.8, 799
[80] O=S(=O)(c1ccc2nc(Nc3ccccc3)ccc2c1)N1CCCCC1
    i, -60, 0.4%, 2.1, 741
[81] O=C(c1ccc2c(c1)N(Cc1ccc(F)cc1)CCS2)N1CCOCC1
    i, -20, -7.5%, 1.8, 723
[82] NC(=O)CC(NC(=O)c1ccccc1)c1ccc(N2CCC(Cc3ccccc3)CC2)c([N+](=O)[O-])c1 (stereo unspecified)
    i, -2, 1.3%, 1.0, 786
[83] CC(C)(C)c1cc(CCC(=O)NCc2ccncc2)cc(C(C)(C)C)c1O
    i, -1, 2.3%[50 µM], 0.5, 834

Screen by screen, from the results shown:
Compounds 77–81 in Myeloid diff MLP GFP+ MAC1+ %, in turn: 1.1, 0.6, 4.8, 2.1, 1.8
